NCI-60 one-dose screen, 48 h, at 10 µM unless noted. Numbers give growth in % (100 = growth as untreated, 0 = no growth, -100 = all killed).
HCC-2998 – HCC-2998 colon cancer | 4.7% of 79,000 active
SNB-75 – SNB-75 CNS cancer; 5% of 79,000 active
HT29 – HT29 colon cancer; 7.4% of 81,000 active
KM12 – KM12 colon cancer cells. 5% of 82,000 active
SF-539 – SF-539 CNS cancer; 6.8% of 81,000 active; AID 1794752
SNB-19 – SNB-19 CNS cancer cells | 2.5% of 81,000 active | AID 1794751
SW-620 – SW-620 colon cancer. 5.2% of 82,000 active
SF-295 – SF-295 CNS cancer cells; AID 1794758; 5.6% of 79,000 active
SF-268 – SF-268 CNS cancer cells | AID 1794759 | 3.1% of 82,000 active
The depositor's hits bear a star; nt = no result given; & = joins results of further samples. Rule for the calls: active = growth percent below 10; inactive = the rest. The list is partial; count on the stated rates, not on these rows.

Each structure is followed by: HCC-2998	SNB-75	HT29	KM12	SF-539	SNB-19	SW-620	SF-295	SF-268
O=[N+]([O-])c1ccc(CBr)c(I)c1
    112.5	94.3	102.7	104.0	101.5	102.6	102.6	99.4	102.1
CNC12C3C4C1C1C2C3C41C(=O)N[C@H](C(=O)N(C)[C@H](C[C@@H](OC(C)=O)c1nc(C(=O)N[C@@H](Cc2ccccc2)C[C@H](C)C(=O)OC)cs1)C(C)C)C1CC1 (some centres undefined)
    -60.8*	26.9	-12.6*	-9.2*	-1.2*	33.4	53.1	7.3*	14.4
ClCCN1CCCCCC1
    115.3	77.7	105.3	110.2	98.6	100.2	103.8	97.3	99.5
Cn1cccc1C1CC(=O)N(CCC[Se]C#N)C1=O (centres undefined)
    83.1	nt	7.0*	12.3	-81.2*	-65.2*	56.7	-58.2*	-31.8*
CC[C@]12C=CCN3CC[C@@]4(c5ccc(OC)cc5N(C)[C@H]4[C@@](O)(C(=O)OC)[C@@H]1OC(=O)CCCC[P+](c1ccc(OC)cc1)(c1ccc(OC)cc1)c1ccc(OC)cc1)[C@@H]32
    -88.4*	-95.4*	-63.1*	-68.8*	-97.4*	-95.7*	-88.7*	-93.6*	-38.1*
S=C1Nc2ccccc2Sc2ccccc21
    118.2	80.5	97.5	100.2	103.7	95.1	104.5	91.7	94.3
CNC(=O)Oc1c(C)[nH]ccc1=O
    109.2	79.3	112.9	100.5	96.2	104.1	100.7	112.0	100.7
C1CCC(NC2CCCC2)CC1
    nt	90.8	109.4	103.8	113.5	101.5	100.0	113.7	102.5
O=[N+]([O-])c1ccc2sc3ccccc3c2c1
    101.9	93.5	95.8	108.0	109.9	96.3	100.2	103.7	103.2
COc1ccc(O)c(CNC(=O)CN2CCCC2=O)c1
    98.6	81.3	104.3	100.5	nt	102.8	100.7	102.6	96.8
C/C(=C/c1c[nH]c2ccccc12)[N+](=O)[O-]
    106.8	84.1	77.8	78.7	98.0	87.5	80.3	99.8	84.7
COc1cc([C@@H]2c3cc4c(cc3[C@H](OC(C)=O)[C@H]3COC(=O)[C@H]23)OCO4)cc(OC)c1OC
    15.0	41.4	5.7*	17.8	-11.0*	39.4	27.3	10.6	37.0
Clc1cccc(N2COOC3(OOC2)C2CC4CC(C2)CC3C4)c1
    98.1	nt	85.2	65.7	73.3	101.0	95.5	86.1	83.8
CC1CCCN1CCC(C(N)=O)(c1ccccc1)c1ccccc1 (centres undefined)
    101.1	89.7	103.4	109.2	114.2	98.8	103.0	124.1	108.5
O=C1C(=O)N(c2ccccc2)P(=O)(N(CCCl)CCCl)N1c1ccccc1
    115.1	102.4	107.4	110.8	102.4	102.8	102.4	111.5	113.8
O=Cc1cn(Cc2ccc(Cl)cc2)c2ccccc12
    98.0	86.7	105.7	108.6	87.4	89.7	68.1	46.0	89.6
N#Cc1cccc([N+](=O)[O-])c1
    98.0	nt	99.6	107.9	99.8	102.5	103.2	107.9	109.9
CN1C(=O)CN=C(c2ccc[nH]2)c2cc(Cl)ccc21 (tested in a mixture with another compound)
    100.3	88.3	107.0	108.2	112.2	103.7	105.0	nt	107.4
CC(C)[C@H](C)/C=C/[C@@H](C)[C@H]1CC[C@@H]2[C@]1(C)CC[C@H]1[C@]23C=C[C@]2(C[C@@H](O)CC[C@]12C)OO3
    107.5	104.5	89.8	90.8	104.1	100.4	94.1	101.7	88.0
CCOP(=O)(Nc1cccc(Cl)c1)OCC
    nt	71.0	96.5	101.7	94.6	89.6	103.9	85.7	103.9
CC1=CC(=O)CCC12CCOC2=O (centres undefined)
    102.2	91.3	101.2	104.0	92.9	nt	98.6	95.8	102.7
CCC1(O)CC(OC2CC(N(C)C)C(OC3CC4OC5CC(=O)C(C)OC5OC4C(C)O3)C(C)O2)c2c(cc3c(c2O)C(=O)c2c(O)ccc(O)c2C3=O)C1C(=O)OC (centres undefined)
    -89.9*	-98.0*	-36.4*	-55.3*	-55.6*	0.8*	-11.4*	-32.7*	-14.3*
Cc1ccc(CC(N)c2ccccc2)cc1 (centres undefined)
    94.0	84.8	91.4	93.4	126.5	96.7	95.4	93.6	95.0
CN(C)C1OCC(C)(C)CO1
    103.4	84.9	103.6	106.8	101.9	108.5	102.3	nt	111.3
NOCCC(N)C(=O)O (centres undefined)
    109.7	104.7	101.8	114.3	100.2	99.4	103.7	100.7	109.8
C[C@H]1CC[C@@]2(C)[C@@H](CC[C@@H]3[C@@H]2CC[C@]2(C)[C@@H](O)CC[C@@H]32)C1
    136.1	92.9	99.3	81.4	80.0	109.3	94.3	118.4	69.5
O=C(O)Cc1ccccc1
    97.8	nt	114.3	104.0	nt	nt	107.0	nt	nt
Cc1ncc([N+](=O)[O-])n1CCOC(N)=O
    94.4	79.5	106.7	74.6	97.4	124.7	98.7	104.4	98.1
CCN(CC)CCOc1ccc(C)cc1
    115.5	86.0	85.0	103.5	101.7	103.9	93.5	95.2	100.3
CC(C)[C@@H](C)/C=C/[C@@H](C)[C@H]1CC[C@@H]2[C@]1(C)CC[C@H]1[C@@]23OO[C@@]2(C[C@@H](O)CC[C@]12C)[C@H]1O[C@H]13
    111.0	99.2	97.6	100.8	114.1	115.9	117.8	107.2	90.8
CC(C)(O)/C=C/C(=O)[C@](C)(O)[C@H]1[C@H](O)C[C@@]2(C)[C@H]3CC=C4[C@@H](C[C@H](O)C(=O)C4(C)C)[C@]3(C)C(=O)C[C@]12C
    36.1	-39.4*	3.2*	42.2	-31.5*	8.1*	22.9	7.5*	-3.3*
CCOC(=O)C(NC(=O)C(Cc1ccc(N(CCCl)CCCl)cc1)NC(C)=O)C(C)C (centres undefined)
    73.2	85.9	67.1	94.8	77.3	90.6	69.4	86.0	71.5
O=C(O)CC1OCC=C2CN3CCC45c6ccccc6NC4C1C2CC35 (centres undefined)
    nt	92.4	109.7	117.6	98.9	113.5	109.3	110.8	106.9
Nc1ccc(CCCCc2ccc(S(=O)(=O)F)cc2Cl)c(Cl)c1
    109.8	97.5	95.3	107.3	99.3	105.8	100.9	94.5	106.5
CN(C)c1ccnc(CNCCSC2c3ccccc3C=Cc3ccccc32)c1
    104.4	62.3	72.5	93.1	89.8	nt	91.1	73.0	91.3
Nc1ccc(N=Nc2ccc(-c3ccc(N=Nc4c(S(=O)(=O)O)cc5cc(S(=O)(=O)O)c(N=Nc6ccccc6)c(O)c5c4N)cc3)cc2)c(N)c1
    108.9	94.1	99.2	96.6	108.4	106.3	107.2	106.9	92.6
CC[C@H](C)[C@H](NC(=O)[C@H]1CCCCN1C)C(=O)N(C)[C@H](C(=O)NC12CC(C(=O)N[C@@H](Cc3ccccc3)C[C@H](C)C(=O)OC)(C1)C2)C(C)C
    109.3	92.7	87.3	104.1	100.0	100.0	107.2	102.2	90.2
CC1(C)CC(=O)CC(C)(C)N1O
    112.4	101.0	99.8	112.3	121.8	106.8	107.4	90.0	116.2
O=C(O)C1CC2CC1C1C2C2(Cl)C(Cl)=C(Cl)C1(Cl)C2(Cl)Cl (centres undefined)
    94.8&95.4	77.3&99.6	99.5&71.1	76.2&93.2	96.2&90.6	82.6&100.4	96.5&97.4	70.4	85.5&100.8
CC(C)[C@]12O[C@H]1[C@@H]1O[C@]13[C@]1(O[C@H]1C[C@H]1c4c(C(=O)c5ccccc5)oc(OC(=O)c5ccccc5)c4CC[C@@]13C)[C@@H]2O
    -15.3*	-30.5*	8.5*	-15.7*	-40.6*	13.8	-3.7*	8.5*	-20.7*
CC1=C([Te]c2ccc(O)cc2)C(=O)c2ccccc2C1=O
    -1.5*	-3.6*	1.0*	6.0*	-19.1*	12.3	3.0*	-37.4*	13.8
O=C1C=C(N2CC2)c2ccccc2C1=O
    94.0	90.2	73.4	81.9	63.3	82.7	68.4	23.6	51.6
C[C@@H]1C/C=C\C(=O)O[C@H](/C=C/C#C/C=C/C(C)(C)[C@@H](O)c2cccc(O)c2Br)[C@@H](C)/C=C/[C@H](C)C[C@H](OC(N)=O)C1
    28.2	32.7	5.6*	40.3	30.6	53.6	30.4	-6.3*	40.4
N#CCN(CC#N)[N+](=O)[O-]
    115.3	89.8	102.6	111.7	102.4	99.1	100.7	109.6	102.2
N#C[Se]CCN1C(=O)c2ccccc2C1=O
    53.1	2.4*	13.9	43.0	33.4	38.0	23.9	6.6*	20.2
O=c1oc2ccccc2c2c1C(c1coc3ccccc3c1=O)c1c(c3ccccc3oc1=O)O2
    97.1	90.5	98.7	100.7	109.1	99.1	92.6	105.0	91.1
COc1cc(/C=C\c2cc(OC)c(OC)c(OC)c2)cc(N/C=C\C(=O)c2ccc(OC(F)(F)F)cc2)c1OC
    nt	-8.8*	-36.6*	16.6	-31.5*	74.6	26.3	9.3*	41.7
Cc1ccc2c(c1)Oc1ccccc1N=C2
    114.8	84.4	105.6	106.4	98.4	100.7	108.2	nt	104.0
CCCCCCCCCCC(C(=O)c1ccccc1)N1CCOCC1 (centres undefined)
    105.6	101.5	84.3	107.2	106.3	106.9	97.6	112.9	98.9
CC(=O)Nc1ccc(S(=O)(=O)F)cc1[N+](=O)[O-]
    107.7	96.7	97.5	106.6	100.0	102.2	111.7	109.8	101.9
COc1ccc(OC)c(C(O)C(C)N)c1 (centres undefined)
    96.5	80.9	98.3	103.4	96.4	99.4	99.9	100.0	108.3
O=C(COc1ccc([N+](=O)[O-])cc1)Nc1ccc(S(=O)(=O)F)cc1
    99.4	86.4	93.6	91.3	82.7	97.5	98.9	76.4	88.7
CCOC(=O)C(C)Br (centres undefined)
    98.6	105.3	105.7	102.4	98.1	106.0	116.0	112.7	102.4
CCNC(C)(C)C(=O)c1ccco1
    nt	92.5	nt	107.9	90.9	102.0	108.1	107.4	104.9
CC1Cc2cc3c(cc2CN1)OCO3 (centres undefined)
    98.0	82.7	98.5	104.2	101.4	103.7	106.8	92.9	96.1
Cn1c(=O)c2c(nc(N(CCCl)CCCl)n2C)n(C)c1=O
    100.7	120.6	83.8	106.1	97.7	104.6	103.5	98.3	100.2
CC(Br)C(=O)C(c1ccccc1)(c1ccccc1)C(C)CN1CCCCCC1 (centres undefined)
    97.3	103.3	98.5	109.1	98.5	98.6	106.4	101.5	112.9
O=C1NC(=O)C(=Cc2cn(C(=O)c3ccccc3)c3ccccc23)C(=O)N1
    93.4	73.1	97.0	108.2	87.6	97.6	93.7	115.6	102.2
O=C(/C=C/c1ccc(OC(F)(F)F)cc1)c1nc2ccccc2n1Cc1ccc(F)cc1
    81.2	65.4	76.6	81.1	94.2	84.8	nt	90.6	78.1
CCSCC1CC(O)(c2c(C)nn(Cc3ccccc3)c2C)C(=O)O1 (centres undefined)
    158.5	207.0	122.4	110.4	146.6	124.9	110.0	112.3	135.1

Rewritten with each value named: part of the list above.
> Cc1ccc2c(c1)Oc1ccccc1N=C2
  HCC-2998 = 114.8; SNB-75 = 84.4; HT29 = 105.6; KM12 = 106.4; SF-539 = 98.4; SNB-19 = 100.7; SW-620 = 108.2; SF-295 = nt; SF-268 = 104.0

> CCCCCCCCCCC(C(=O)c1ccccc1)N1CCOCC1 (centres undefined)
  HCC-2998 = 105.6; SNB-75 = 101.5; HT29 = 84.3; KM12 = 107.2; SF-539 = 106.3; SNB-19 = 106.9; SW-620 = 97.6; SF-295 = 112.9; SF-268 = 98.9

> CC(=O)Nc1ccc(S(=O)(=O)F)cc1[N+](=O)[O-]
  HCC-2998 = 107.7; SNB-75 = 96.7; HT29 = 97.5; KM12 = 106.6; SF-539 = 100.0; SNB-19 = 102.2; SW-620 = 111.7; SF-295 = 109.8; SF-268 = 101.9

Returning to the listing with the two entries that preceded the break.
Each structure is followed by: HCC-2998	SNB-75	HT29	KM12	SF-539	SNB-19	SW-620	SF-295	SF-268
O=C(/C=C/c1ccc(OC(F)(F)F)cc1)c1nc2ccccc2n1Cc1ccc(F)cc1
    81.2	65.4	76.6	81.1	94.2	84.8	nt	90.6	78.1
CCSCC1CC(O)(c2c(C)nn(Cc3ccccc3)c2C)C(=O)O1 (centres undefined)
    158.5	207.0	122.4	110.4	146.6	124.9	110.0	112.3	135.1
Cc1ccc(OC(=O)Cc2ccccc2)cc1
    117.5	99.1	110.6	124.9	104.3	114.3	109.8	128.8	109.5
CN(C)CCC(O)c1c[nH]c2ccccc12 (centres undefined)
    97.7	79.5	105.5	96.2	119.1	100.2	95.3	115.7	100.8
CC[C@H](C)[C@H](NC(=O)c1cnccn1)C(=O)N(C)[C@H](C[C@@H](OC(C)=O)c1nc(C(=O)N[C@@H](Cc2ccccc2)C[C@H](C)C(=O)OC)cs1)C(C)C
    22.3	15.0	-5.8*	3.3*	-21.9*	31.9	23.6	-5.9*	19.4
O=S(=O)(F)c1ccc(N=C=S)cc1
    85.9	73.9	100.3	103.7	93.4	102.3	99.3	97.7	100.0
CC(C)OC(=S)[S-].[Au+].c1ccc([PH+](c2ccccc2)c2ccccc2)cc1
    50.8	18.5	55.7	69.4	7.8*	25.1	-59.2*	91.1	18.2
COc1ccc([As]=[As]c2ccc(OC)c(NCS(=O)(=O)O)c2)cc1NCS(=O)(=O)O (centres undefined)
    57.5	36.9	39.8	72.9	2.5*	0.2*	-1.0*	80.0	17.8
CCCC[C@H]1C(=O)O[C@H](C)[C@H](NC(=O)c2cccc(NC=O)c2O)C(=O)O[C@@H](C)[C@@H]1OC(=O)CC(C)C
    56.6	56.8	49.5	41.9	39.3	44.4	59.0	9.0*	46.6
